ALOX12 inh: Primary qHTS assay for inhibitors of human arachidonate 12S-lipoxygenase (ALOX12): Round 2 | Polyunsaturated fatty acid lipoxygenase ALOX12 (Homo sapiens), P18054 | purified 12hLO, xylenol orange hydroperoxide absorbance | Potency, µM (titrated, usually from 108 µM), inactives show at the top dose activity change, negative = inhibition, most hits filed as inhibitors | 1.1% of 580,000 active; active = well fitted inhibition curve with a large enough effect; inconclusive = small, poorly fitted or top-dose-only effect, or another doubt; inactive = no such curve, though single readings can be large or run the other way
Target sequence (P18054 whole entry, looked up): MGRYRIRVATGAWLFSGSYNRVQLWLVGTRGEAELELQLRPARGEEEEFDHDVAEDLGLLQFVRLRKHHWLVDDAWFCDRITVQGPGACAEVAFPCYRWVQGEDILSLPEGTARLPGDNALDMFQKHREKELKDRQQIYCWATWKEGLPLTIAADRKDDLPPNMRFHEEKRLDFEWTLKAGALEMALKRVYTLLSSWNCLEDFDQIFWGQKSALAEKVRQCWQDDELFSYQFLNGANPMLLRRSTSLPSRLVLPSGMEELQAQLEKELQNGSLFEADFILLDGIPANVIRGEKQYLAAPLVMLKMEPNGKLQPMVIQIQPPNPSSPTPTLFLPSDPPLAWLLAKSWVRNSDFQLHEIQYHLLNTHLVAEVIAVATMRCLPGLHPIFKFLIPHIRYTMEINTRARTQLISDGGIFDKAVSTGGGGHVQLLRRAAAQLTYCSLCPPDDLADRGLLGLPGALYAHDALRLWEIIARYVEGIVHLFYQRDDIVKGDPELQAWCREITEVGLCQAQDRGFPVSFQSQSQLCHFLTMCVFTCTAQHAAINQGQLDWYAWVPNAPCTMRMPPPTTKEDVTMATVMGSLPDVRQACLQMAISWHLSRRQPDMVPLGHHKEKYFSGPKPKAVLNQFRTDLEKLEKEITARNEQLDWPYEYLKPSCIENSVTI
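Hydroperoxide product was detected by ferrous iron/xylenol orange as the 573 to 405 nm absorbance ratio. Arachidonic acid at 40 uM (final) was turned over for 30 min at room temperature by 150 nM human 12hLO, pH 7.0 Hepes buffer, after 15 min compound preincubation.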
Numbers without * were called inactive; ? = inconclusive; [ ] = another dose, or the depositor's remark. % is set by controls: 0 for no effect and ±100 for the full control effect; potency is the fitted concentration of half-maximal effect. Only part of the results is shown; rates above refer to the full screens.

Start of the listing, in advance, five compounds:
SMILES | ALOX12 inh
O=S(=O)(Nc1ccc2cn[nH]c2c1)c1cc(C(F)(F)F)ccc1Cl | -17.0%
O=S(=O)(NCc1ccnc(OCc2ccccc2)c1)N1CCCCC1 | 6.3%
COc1ccc(CCN2CC(NCc3cccnc3)CC2=O)cc1 (stereo not drawn) | 39.6%[activator]
COc1ccc(-c2nc(-c3nnn4c3COC(c3ccccc3Cl)C4)no2)cc1OC (stereo not drawn) | 3.9%
Cn1nc(-c2ccc(N3CCOCC3)c(NC(=O)c3ccc(Cl)cc3)c2)c2ccccc2c1=O | 6.5%

Main list (from the top)
SMILES | ALOX12 inh
O=S(=O)(Nc1ccc2cn[nH]c2c1)c1cc(C(F)(F)F)ccc1Cl | -17.0%
O=S(=O)(NCc1ccnc(OCc2ccccc2)c1)N1CCCCC1 | 6.3%
COc1ccc(CCN2CC(NCc3cccnc3)CC2=O)cc1 (stereo not drawn) | 39.6%[activator]
COc1ccc(-c2nc(-c3nnn4c3COC(c3ccccc3Cl)C4)no2)cc1OC (stereo not drawn) | 3.9%
Cn1nc(-c2ccc(N3CCOCC3)c(NC(=O)c3ccc(Cl)cc3)c2)c2ccccc2c1=O | 6.5%
CC1CCCN(C(=O)C2CCN(C(=O)c3cc4ccccc4n3C)CC2)C1 (stereo not drawn) | 23.5%
Cc1ccc(NC2(c3nnnn3-c3ccccc3C)CCCCC2)cc1 | -21.0%
COCCC(=O)N1CCCCCC1CN1CCOCC1 (stereo not drawn) | -14.2%
C=CCn1nc(C)c(CN2CC[C@H](N3CCN(C)CC3)[C@H](CCC(=O)O)C2)c1C | 25.0%
Cc1cccc(OCC(=O)N2CCN(c3cc(C(F)(F)F)nc(C)n3)CC2)c1 | 1.8%
CN1c2cc(C(=O)NC3CCN(Cc4ccccc4)CC3)ccc2C(=O)N2CCCCC21 (stereo not drawn) | 17.9%
COc1ccc(C(=O)N2C[C@@H]3C[C@H](C2)c2ccc(NS(=O)(=O)c4cccc(F)c4)c(=O)n2C3)cc1 | -18.9%
COCCCNc1ccnc(-c2nnc(C)n2-c2ccccc2)c1 | 32.6%[activator][176 µM]
COc1ccc(C(=O)N2CCN(C(=O)c3nnn4c3COC(c3ccc(Cl)cc3)C4)CC2)cc1 (stereo not drawn) | 33.7%
Nn1cnc2ccccc21 | -59.0%
COCC(=O)N[C@H]1C[C@H]2C(=O)NC[C@@H](CCC(=O)NCc3cccnc3)N2C1 | -5.6%[176 µM]
COC(=O)N1CCCC(c2nn(-c3cccc(Cl)c3)c(=O)[nH]2)C1 (stereo not drawn) | -11.6%
O=C(NC1CCCCCC1)c1cnn2c(C(F)(F)F)cc(-c3ccco3)nc12 | ?
Cc1ccnc(NC(=O)c2ccc[n+]([O-])c2)c1 | -19.5%
O=C(C1CC1)N1CCC2(CC1)SCC(=O)N2c1ccc(Cl)cc1 | 26.0%
O=C([C@@H]1C[C@H](F)CN1C(=O)c1cccs1)N1CCCCC1 | 6.7%
Cc1cc(Br)ccc1NC(=O)CN(C)C(=O)c1nn(-c2ccc(F)cc2)c2c1CCC2 | -3.1%
CC(C)c1ccc(C(=O)N2C[C@@H](CO)[C@H](N(C)C)C2)cc1 | 1.4%
Cc1noc(-c2cn(C3CCN(C(=O)c4cccc(F)c4)CC3)nn2)n1 | 13.3%
COCCNc1oc(-c2ccc(OC)cc2)nc1S(=O)(=O)c1ccccc1 | ?
O=C(Cc1ccccc1)NC1CCN(c2ccc(S(=O)(=O)C(F)(F)F)cc2)CC1 | ?
COC(=O)[C@]12C[C@H](CC(=O)NCCC(C)C)C(=O)N(Cc3ccc4c(c3)OCO4)C1=C[C@H](COCc1ccccc1)O[C@@H]2C | 5.2%
C=CCCN1[C@@H](Cc2ccccc2)COc2ccccc2S1(=O)=O | -6.8%
Cc1noc(C(C)N2CCN(c3oc(-c4ccco4)nc3C#N)CC2)n1 (stereo not drawn) | -29.9%
CCOC(=O)c1noc2nc(C)n(CC(=O)Nc3cc(Cl)c(OC)cc3OC)c(=O)c12 | -12.0%
COc1ccc2[nH]c3c(c2c1)CCNC31CCN(C(=O)c2sccc2C)CC1 | 53.8%[activator]
O=C(N1CCOCC1)N1CCn2c(nnc2C2CCNCC2)C1 | 12.9%[6.33 µM]
O=C(OCc1cccc(COC(=O)c2ccc(OCC3CCCO3)cc2)c1)c1ccc(OCC2CCCO2)cc1 (stereo not drawn) | 7.0%
COCCc1nncn1C1CCN(C(=O)c2cc(Cl)ccc2F)CC1 | 37.6%[activator]
O=C(NCc1nnc2n1C(C(=O)NCCc1ccc(Cl)cc1)CC2)c1ccc(Cl)cc1Cl (stereo not drawn) | 5.4%[6.33 µM]
COC(=O)c1ccc(C)c(NC(=O)c2cc(-c3cc(C)sc3C)nc3onc(C)c23)c1 | -0.5%
COc1ccc(C(C(=O)O)N2CCN(Cc3csc(C)n3)CC2)cc1C (stereo not drawn) | ?
CN(C)CCCNC1CCCCC1 | -13.4%
COc1cccc(OC)c1-c1cc(C(=O)NC2(C(=O)O)C3CC4CC(C3)CC2C4)nn1-c1ccc(C(=O)N(C)CCCN(C)C)cc1C(C)C (stereo not drawn) | ?
Cc1ccc(C)c(CSc2nc3nc[nH]c3c(=O)[nH]2)c1 | 15.9%
COC[C@@H]1CN(Cc2cnn(C)c2)C[C@H]1C(=O)N(C)C | 57.7%[activator]
COCC(=O)N1CCC2(CC1)CC(=O)N(c1ccccc1)c1ccccc1O2 | 15.9%
NS(=O)(=O)c1ccc(F)c(C(=O)N[C@@H]2c3ccccc3C[C@@H]2O)c1 | 16.7%
COCc1cc(=O)n(CC(=O)Nc2ccc(Br)cc2F)c(N2CCOCC2)n1 | 12.3%
CC(=O)N1CCC(C(=O)NCCc2ccccc2C(F)(F)F)CC1 | 6.0%

Part of the list above in order of heavy-atom count, ascending.
SMILES | ALOX12 inh
CN(C)CCCNC1CCCCC1 | -13.4%
Cc1ccc(C)c(CSc2nc3nc[nH]c3c(=O)[nH]2)c1 | 15.9%
CC(=O)N1CCC(C(=O)NCCc2ccccc2C(F)(F)F)CC1 | 6.0%
COCCc1nncn1C1CCN(C(=O)c2cc(Cl)ccc2F)CC1 | 37.6%[activator]
COc1ccc(C(C(=O)O)N2CCN(Cc3csc(C)n3)CC2)cc1C (stereo not drawn) | ?
COCc1cc(=O)n(CC(=O)Nc2ccc(Br)cc2F)c(N2CCOCC2)n1 | 12.3%
O=C(NCc1nnc2n1C(C(=O)NCCc1ccc(Cl)cc1)CC2)c1ccc(Cl)cc1Cl (stereo not drawn) | 5.4%[6.33 µM]

Carrying on.
SMILES | ALOX12 inh
CCNC(=O)c1cc(NC(=O)COC)cc2nc(-c3ccncc3)n(C)c12 | 1.3%
N#CCCn1c(=O)cnc2cnc(Oc3cccc(Cl)c3)nc21 | 0.0%
O=C(c1ccccc1F)N1CCCC(c2nn(-c3ccc(Cl)cc3)c(=O)[nH]2)C1 (stereo not drawn) | -13.2%
O=C(Cn1c(=O)oc2cc(S(=O)(=O)N3CCCC3)ccc21)Nc1ccccn1 | 10.8%
COc1ccc(Cl)cc1C(=O)N1CCC2(CC1)NC(=O)N(c1ccccc1Cl)N2 | 1.78µM*
CCCNC(=O)c1coc(COc2ccc3c(c2)C(c2ccc(C)cc2)N(C(=O)C2CC2)CC3)n1 (stereo not drawn) | 3.6%
CC1=C(C(=O)Nc2ccccc2)C(c2ccccc2F)N=C(Nc2nc3ccccc3o2)N1 (stereo not drawn) | ?
COc1cccc(NC(=O)c2c(C)oc3ccn(Cc4ccc(F)cc4)c(=O)c23)c1 | 19.4%
Cc1nc2cc(-c3ccccc3)ccc2s1 | -3.3%
COC(=O)C1=C(C)N=C2SC=C(CC(=O)NCCc3cccs3)N2C1c1ccccc1Cl (stereo not drawn) | 57.2%
Cc1csc(NC(=O)Cn2ccc(=O)n(C)c2=O)n1 | -15.3%
Clc1ccc(-c2nnc(COc3nncc4ccccc34)o2)cc1 | 65.3%[activator]
Cc1cc(C(=O)N2CCn3nc(C(=O)Nc4ccccc4)cc3C2)cc(=O)[nH]1 | -1.2%
CN(C)[C@@H]1CO[C@H](CNC(=O)CC(C)(C)C)[C@H]1O | 4.3%[176 µM]
O=C(Cc1ccccc1F)N1CCC2(CC1)CC(OCC1CC1)CCO2 (stereo not drawn) | -4.5%
S=C(N/N=C1\CCCCC1C1CCCCC1)Nc1ccccc1 (stereo not drawn) | 15.8µM*
COCc1nncn1C1CCN(C(=O)c2ccc(OC)cc2)CC1 | 45.1%[activator]
O=C(c1ccccc1)N1CCC(Oc2ncccc2C(=O)N2CCCCC2)C1 (stereo not drawn) | 0.1%
COc1ncc2ncc(=O)n(Cc3cccs3)c2n1 | ?
COCCNC(=O)[C@@H]1C[C@H](Oc2ccccc2)CN1C(=O)c1n[nH]c(=O)c2ccccc12 | 32.4%[activator]
CC(=O)c1ccc(NC(=O)C(C)Sc2ncnc3ccccc23)cc1 (stereo not drawn) | -2.9%
COC(=O)C(C)Sc1nc(C)nc2c1c(=O)n(C)c(=O)n2CC(C)C (stereo not drawn) | -6.1%
Cc1ccc(-n2nnc(C(=O)NC(C)C)c2N)cc1 | 0.5%
Cc1ccc(/C=N/NC(=O)c2ccccc2)cc1 | 3.3%
O=C(NCCO)c1nc(-c2cccc3[nH]ccc23)no1 | 6.1%
Cc1ccccc1-c1nc(CS(=O)(=O)CC(=O)NCc2ccc(OC(C)C)cc2)c(C)o1 | -29.9%
O=C(Nc1ccc(OCc2ccccc2)cc1)C(Sc1ccccc1)c1ccccc1 (stereo not drawn) | -6.2%
COc1cccc(-c2ccc3c(c2)[C@@H]2C[C@H]4[C@@H](CN2CC3)[C@H](C)ON4C)c1 | -21.5%
O=C(N1CCN(c2ccccn2)CC1)C1(c2ccc(Cl)cc2)CCOCC1 | 0.1%[6.33 µM]
COc1ccc(NC(=O)c2cc(=O)c3ccccc3o2)cc1 | ?
O=C1C[C@@H]2CCN(C(=O)Nc3ccc(OC(F)(F)F)cc3)C[C@@H]2CCN1CCN1CCNC1=O | 17.6%
COc1ccc(NC(=O)N2CCN3C(=O)CNC(=O)C3C2)c(C)c1 (stereo not drawn) | ?
Cc1cc(C(=O)CSc2ccc(Cl)cc2)c(C)[nH]1 | ?
O=C([C@@H]1C[C@@H](Sc2nc3ccccc3[nH]2)CN1Cc1c(F)cccc1F)N1CCOCC1 | 2.9%
Cn1c(=O)c2c(nc(NCC(O)CO)n2Cc2c(F)cccc2Cl)n(C)c1=O (stereo not drawn) | -5.5%
COC(=O)c1ccc(COC(=O)c2ccc(N3CCOCC3)nc2)cc1 | 31.1%
O=C(CCC[C@H]1NC[C@@H]2CC1CN(Cc1ccccc1)C2)NCc1ccc(F)cc1 | ?
O=C(CCc1ncc(-c2c(F)cccc2F)o1)N1CCN(c2ccc([N+](=O)[O-])cc2)CC1 | 92.8%[activator]
OC1(c2csc(CN3CCN(c4ccccn4)CC3)n2)CCN(Cc2ccc(F)cc2)CC1 | 49.6%[activator]
CN(C)CCCNC(=O)CC1Sc2ncccc2N(C)C1=O (stereo not drawn) | 41.7%[activator]
CC(C)C1=NOC2(CCN(Cc3cccc(C(N)=O)c3)CC2)C1 | 3.3%[6.33 µM]
O=C(Cc1ccc(N(Cc2ccc(F)cc2)C(=O)c2ccco2)cc1)NCCc1ccccc1 | -2.9%
Cc1cccc(CC(=O)N2CCCCC2c2nc(C3CC3)n[nH]2)c1 (stereo not drawn) | 33.7%
Clc1ccc2[nH]c3c(c2c1)CCCC3 | ?
COc1cccc2c1N(C(=O)c1cnc3c(cnn3C(C)C)c1)CCC2 | 0.4%
Nc1n[nH]c(C(=O)N2C[C@@H](C(=O)O)[C@H](C3CC3)C2)c1Cl | 17.9%
COc1ccc(NC(=O)c2c(-c3ccc(OC)cc3)oc3ccc(OC)cc23)cc1 | ?
COc1ccc(CSc2nnc(Cc3ccc(OCC(C)C)cc3)n2C)cc1Br | -2.1%
CN(C)Cc1cc(CC2(NCc3ccccc3O)COC2)no1 | 8.7%[176 µM]
Cc1ccc(C(=O)N2CCC3(CC2)SCC(=O)N3c2ccc(F)cc2)cc1[N+](=O)[O-] | 44.8%[activator]
CCCCN1CCN(C(=O)C2(c3ccc(NC(=O)C(C)C)cc3)CCCCC2)CC1 | 18.3%
O=C(c1ccc(CC2CCN(C(=O)c3nccc4ccccc34)CC2)cc1)N1CCOCC1 | 22.7%
COC(=O)C1=C(C)N(CC(C)C)C(=S)NC1c1cccc(OC)c1 (stereo not drawn) | ?
O=C(CSc1cn(Cc2cccc(F)c2)c2ccccc12)N1CCCCC1 | ?
N#Cc1cccc(S(=O)(=O)NCC(=O)O)c1 | ?
Cn1cccc1CNC(=O)Cn1nc2c(cc1=O)CCCC2 | -5.3%
CC(C)(C)c1cnc(-c2ccccc2)[nH]1 | 2.2%[12.5 µM]
CN1CCC2(Cc3ccccc3CN(C(=O)CN)C2)C1 (stereo not drawn) | 64.0%[activator][176 µM]
O=c1[nH]c(N2CCOCC2)nc2c1CCN(Cc1ccc(F)c(F)c1)CC2 | 25.6%
CN(C)c1ccc(C(=O)NC2CCN(c3cc(-c4cccs4)[nH]n3)CC2)cc1 | 38.5%[activator]
Later entries:
SMILES | ALOX12 inh
CC1=C[C@@H](CNC(=O)C(C)(C)C)[C@H](C(C)C)C[C@H]1CC(=O)N1CCN(c2ccccn2)CC1 | -17.3%
CN(Cc1cc(C(C)(C)C)n[nH]1)C(=O)[C@H]1CCC[C@@H](O)C1 | 73.3%[activator]
O=C1COCC2(CN1Cc1c(F)cccc1Cl)CN(c1ccccc1)C2 | -4.0%[176 µM]
CSC1=N/C(=C\c2cc(C(C)(C)C)c(O)c(C(C)(C)C)c2)C(=O)S1 | -66.6%
Cc1ccc(CNS(=O)(=O)c2cc(-c3cc(C(F)(F)F)on3)ccc2C)cc1 | -16.2%
CCCCCCCCCCCC(=O)OCC | -7.9%[176 µM]
Cc1cc(C(=O)NCC(F)(F)F)c2c(C3CCNCC3)noc2n1 | 0.3%[6.33 µM]

Screening data as filed in PubChem.
